NPYLR7 ag: activates Aedes aegypti NPYLR7 receptor | HEK293T NPYLR7/Galpha15, GCaMP6s calcium fluorescence | activation, % at 10 µM | actives 0.15% (n = 270,000) | AID 1259423; in the data active = activation above about 40%;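 note: 0% = vehicle and 100% = reference agonist at the receptor; some compounds past the cut are filed as inactive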
mcGAS lum: mouse cGAS inhibition by luminescence; Q8C6L5; recombinant cGAS, Kinase-Glo ATP depletion luminescence; inhibition, % at 12.5 µM; actives 0.15% (n = 160,000); AID 1259399;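 note: 0% = negative control wells and 100% = reference inhibitor with no enzyme activity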
hcGAS lum: blocks human cGAS activity; Q8N884; actives 0.081% (n = 290,000); inhibition, % at 12.5 µM; recombinant h-cGAS, ATP depletion, Kinase-Glo luminescence;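 note: 0% = vehicle reaction and 100% = reaction without DNA for no activity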
Target sequence (Q8N884 whole entry, looked up): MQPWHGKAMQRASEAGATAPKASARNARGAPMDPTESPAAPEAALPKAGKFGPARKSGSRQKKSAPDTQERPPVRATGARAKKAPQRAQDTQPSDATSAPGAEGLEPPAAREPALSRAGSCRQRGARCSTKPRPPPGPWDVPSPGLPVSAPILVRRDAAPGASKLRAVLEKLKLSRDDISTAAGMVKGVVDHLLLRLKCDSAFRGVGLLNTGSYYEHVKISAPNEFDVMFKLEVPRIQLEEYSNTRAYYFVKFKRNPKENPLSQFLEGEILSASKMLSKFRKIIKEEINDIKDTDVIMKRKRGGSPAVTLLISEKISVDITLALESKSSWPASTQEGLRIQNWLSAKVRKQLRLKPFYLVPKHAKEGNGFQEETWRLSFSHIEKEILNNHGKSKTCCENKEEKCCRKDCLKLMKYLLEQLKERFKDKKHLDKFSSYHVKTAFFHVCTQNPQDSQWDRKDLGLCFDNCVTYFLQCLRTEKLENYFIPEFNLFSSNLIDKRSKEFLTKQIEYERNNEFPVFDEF
The depositor's hits bear a star; nt = not tested or not shown; & = joins results of further samples. Cut-off read from the data, not from the text of the source, unless noted: active = inhibition above about 40%; inactive = the rest. Not a hit list. Share with any hit: about 0.29%.

Start of the listing, in advance, 12 compounds:
SMILES | NPYLR7 ag | mcGAS lum | hcGAS lum
COc1ccc(OC)c(NC(=O)C2=C(C)N(C3CC3)C(=S)NC2c2cc3ccccc3[nH]c2=O)c1 (stereo not drawn) | 2 | nt | -9
CN(C(=O)Cn1cnc([N+](=O)[O-])n1)C1CCCCC1 | -7 | -4 | -5
NCCCCCCNC(CC(=O)Nc1ccccc1)C(=O)O (stereo not drawn) | -4 | -5 | 2
O=C(NCCCNC(=O)[C@H]1CCCN1S(=O)(=O)c1ccc(Br)cc1)c1ccccc1 | -2 | 3 | 3
COc1ccc(CNC(C)c2cnn(-c3ccc(F)cc3F)c2C)c(F)c1 (stereo not drawn) | -2 | nt | -6
Cc1ccc2[nH]nc(C(=O)N3CCCC4(C3)C(=O)N(C)c3ccccc34)c2c1 (stereo not drawn) | -2 | nt | -1
C[C@H](NC(=O)OCc1ccccc1)C(=O)N1CCCC1c1ccncc1 (stereo partly drawn) | -6 | nt | -10
CCOC(=O)Cn1c(=O)c2c(nc3n(-c4ccccc4F)c(C)cn23)n(C)c1=O | -11 | nt | 0
Clc1ccc2nc(Nc3ccc4c(c3)OCCO4)c3nncn3c2c1 | 12 | -3 | -3
COCc1cc(CNC(=O)c2cccc3c2OCC3)[nH]n1 | 21 | nt | -4
O=C(NCCN1CCCCC1)c1ccc(SC(F)(F)F)cc1 | -8 | -4 | -6
CCc1c(C)c2c(C)nn(-c3ccccc3)c2[nH]c1=O | 2 | nt | -8

Main list, previewed entries included:
SMILES | NPYLR7 ag | mcGAS lum | hcGAS lum
COc1ccc(OC)c(NC(=O)C2=C(C)N(C3CC3)C(=S)NC2c2cc3ccccc3[nH]c2=O)c1 (stereo not drawn) | 2 | nt | -9
CN(C(=O)Cn1cnc([N+](=O)[O-])n1)C1CCCCC1 | -7 | -4 | -5
NCCCCCCNC(CC(=O)Nc1ccccc1)C(=O)O (stereo not drawn) | -4 | -5 | 2
O=C(NCCCNC(=O)[C@H]1CCCN1S(=O)(=O)c1ccc(Br)cc1)c1ccccc1 | -2 | 3 | 3
COc1ccc(CNC(C)c2cnn(-c3ccc(F)cc3F)c2C)c(F)c1 (stereo not drawn) | -2 | nt | -6
Cc1ccc2[nH]nc(C(=O)N3CCCC4(C3)C(=O)N(C)c3ccccc34)c2c1 (stereo not drawn) | -2 | nt | -1
C[C@H](NC(=O)OCc1ccccc1)C(=O)N1CCCC1c1ccncc1 (stereo partly drawn) | -6 | nt | -10
CCOC(=O)Cn1c(=O)c2c(nc3n(-c4ccccc4F)c(C)cn23)n(C)c1=O | -11 | nt | 0
Clc1ccc2nc(Nc3ccc4c(c3)OCCO4)c3nncn3c2c1 | 12 | -3 | -3
COCc1cc(CNC(=O)c2cccc3c2OCC3)[nH]n1 | 21 | nt | -4
O=C(NCCN1CCCCC1)c1ccc(SC(F)(F)F)cc1 | -8 | -4 | -6
CCc1c(C)c2c(C)nn(-c3ccccc3)c2[nH]c1=O | 2 | nt | -8
O=C(OC1CCOC1=O)C1CCN(C2=NS(=O)(=O)c3ccccc32)CC1 (stereo not drawn) | 1 | nt | -6
COCCCN(Cc1cccn1Cc1ccccc1Cl)C(=O)Nc1cccc(F)c1 | nt | -5 | -3
Cc1cc(C(=O)CSc2ncnc3sccc23)c(C)n1C | -3 | nt | -2
O=C(c1ccccc1-c1ncc[nH]1)N1C[C@@H]2C3CCC(CC3)[C@@H]2C1 | 0 | -10 | -4
O=C(CCCc1cn(S(=O)(=O)c2cccs2)c2ccccc12)NC1CCOC1=O (stereo not drawn) | 1 | -5 | -5
Cc1nc(C(C)N(C)C(=O)c2cc(-c3ccccc3O)n[nH]2)c(C)s1 (stereo not drawn) | 5 | -8 | -3
Cc1ccc(-c2[nH]ncc2CN2CCN(c3ccccn3)CC2)cc1C | 1 | nt | -11
CC(C)(C)c1ccc(S(=O)(=O)NC(=O)C2(C)CCN2C(=O)C(C)(C)c2ccccc2)cc1 (stereo not drawn) | 3 | nt | -8
CN1C(=CC(=O)COC(=O)COc2cccc(C(F)(F)F)c2)C(C)(C)c2ccccc21 | -5 | -9 | -8
CCCCN(CCC(=O)O)c1nc(Cc2cccc(OC)c2)ns1 | 36 | 0 | 2
O=C(NCc1nc2ccc(F)cc2[nH]1)C1CCCCC1 | -3 | 5 | 0&4
Cc1[nH]n(C(C)(C)C)c(=O)c1Sc1ccc(Cl)cc1 | 19 | -4 | -8
CCC(=O)Nc1ccccc1C(=O)C(=O)N1CCN2CCN(C)C(=O)C2C1 (stereo not drawn) | 6 | -10 | 2

Looked up above.
In NPYLR7 ag, O=C(NCCN1CCCCC1)c1ccc(SC(F)(F)F)cc1 has -8
In mcGAS lum, NCCCCCCNC(CC(=O)Nc1ccccc1)C(=O)O (stereo not drawn) has -5

Following part
SMILES | NPYLR7 ag | mcGAS lum | hcGAS lum
O=C(NCCC(=O)N1CCC(C(=O)N2CCCCC2)CC1)C1CCN(c2nccc(C(F)(F)F)n2)CC1 | -1 | -8 | -6
Cc1ccccc1C(c1ncccc1C)N(C)C(=O)C1CCN(CCOc2ccc(Cl)cc2Cl)CC1 (stereo not drawn) | 4 | nt | 2
COc1ccc(CCOC(=O)[C@@H]2CCCN2C(=S)Nc2cccc(C(F)(F)F)c2)cc1OC | -3 | -4 | -6
Cc1n[nH]c(C)c1NC(=O)Cn1cc(C(F)(F)F)cc(Cl)c1=O | 11 | nt | -6
O=C1NC(=S)NC(=O)C1=Cc1ccccc1OCCOc1ccc([N+](=O)[O-])cc1 | -6 | 0 | -2
CN(CCC1CCOCC1)c1nncc(-c2cc3ccccc3o2)n1 | 15 | nt | -6
O=[N+]([O-])c1ccc(NN=Cc2cccnc2)c([N+](=O)[O-])c1 | 2 | nt | -3
Cc1ccc(-c2nccn2CC(c2ccccn2)N2CCOCC2)c(C)c1F (stereo not drawn) | 5 | -18 | -8
COc1ccc(N2C(=O)CSC2c2ccc(NC(=O)C3CC3)cc2)cc1 (stereo not drawn) | nt | -6 | -1
COc1cccc(CC2=NOC(C(=O)N3CCC(Oc4ccccc4OC)CC3)C2)c1 (stereo not drawn) | 10 | -9 | -3
COc1cc(OC)c(NC(=O)NC(C)c2cccs2)cc1Cl (stereo not drawn) | 5 | nt | -9
CC(=O)c1c(C)nc2n(Cc3ccccc3)c3ccccc3n12 | 4 | nt | -8
CN(C)CCCO[C@@H]1[C@H]2OC(C)(C)O[C@H]2O[C@@H]1[C@H](O)CO | -1 | -5 | -11
CCOC(=O)CNC(=O)NCc1cccnc1N1CCCCCCC1 | 4 | nt | -3
CCNC(=O)c1ccccc1-c1cccc2cnccc12 | -8 | -13 | -6
COCCNC(=O)[C@@]1(OCc2cccc(F)c2)CC(OCc2c(F)cccc2F)[C@@H]2OC(C)(C)O[C@@H]2C1 (stereo partly drawn) | 17 | -4 | -5
CCc1nc2c(OCC(=O)N3CCOCC3)cccn2c1N(C)C(=O)COc1ccccc1 | 3 | -2 | -2
CCCCn1c(C)cn2c3c(=O)n(CC(C)=O)c(=O)n(C)c3nc12 | 2 | -3 | -9
NC(=O)CN1CCN(S(=O)(=O)c2ccc3c(c2)OCCO3)CC1 | 3 | nt | -2
CCOc1ccc(OCC)c(NC(=O)c2nnn(CC(=O)Nc3c(C)cc(C)cc3C)c2N)c1 | -9 | -6 | -6
CCOC(=O)N1CCN(C(=O)CC(c2ccc3c(c2)OCO3)c2c[nH]c3ccccc23)CC1 (stereo not drawn) | 8 | -4 | -1
Cc1nc2ccccc2nc1-c1ccc2c(c1)OCO2 | nt | -10 | -9
CCOC(=O)c1c(NC(=O)C2CC2)sc2c1CCC(c1ccccc1)C2 (stereo not drawn) | 5 | 1 | 2
CCOC(=O)C1CCN(C(=O)C(c2ccccc2)c2ccccc2)CC1 | 0 | nt | 1
Cc1ccc(O)c(CN2CCN(c3ncc(Cl)cn3)CC2)n1 | 6 | nt | -3

(next part)
SMILES | NPYLR7 ag | mcGAS lum | hcGAS lum
COc1ccc(CN(Cc2ccco2)C(=O)C(OC(C)=O)c2ccccc2)c2ccccc12 (stereo not drawn) | -17 | -3 | -3
COc1ccc(Cl)cc1NC(=O)c1cnn2c1NC(c1ccco1)CC2C(F)(F)F (stereo not drawn) | 1 | 0 | -2
COc1ccc(-c2nc(OC)nn2-c2cccc(NC(=O)c3cccc([N+](=O)[O-])c3)c2)cc1 | 5 | -5 | 1
O=S(=O)(Nc1cccc(C2OCC(COc3ccc(Cl)cc3)O2)c1)c1ccccc1 (stereo not drawn) | -6 | nt | 1
C[C@@]12C(=O)Nc3ccccc3[C@@H]1[C@@H](C(N)=O)CN2C(=O)OCc1ccccc1 | 33 | -3 | 1
COc1cc(NC(=O)Nc2nccn(-c3cccc(Cl)c3)c2=O)cc(OC)c1 | 0 | -9 | -1
Cc1cc(NC(=O)CN(C)CC(=O)Nc2c(Cl)cccc2Cl)n(-c2ccc(F)cc2)n1 | 0 | -4 | -1
O=C(C1C[C@H]1c1ccccc1)N1CCC2(CC1)SCCN2C(=O)c1ccccc1F (stereo partly drawn) | 11 | -6 | -2
CC(C)C(Cn1ccnc1)NC(=O)c1ccccc1N1CCOCC1 (stereo not drawn) | 7 | -17 | -3
CCCCC(O)(CCCC)C(=O)NN(C(=O)COc1ccccc1)c1ccccc1 | -8 | -4 | -2
Cc1ccc(NC(=O)CC(=O)N2CCCC2c2c(C)noc2C)c(C)c1 (stereo not drawn) | 2 | -20 | -4
Cc1cn2c3c(=O)n(Cc4ccccc4)c(=O)n(C)c3nc2n1Cc1ccccc1 | 3 | -8 | -6
O=C(NC(c1ccccc1)c1ccsc1)C1CCN(Cc2ccc(Cl)c(Cl)c2)CC1 (stereo not drawn) | 17 | -3 | -6
CCOc1ccc(-n2nnc3c(N4CCN(C(=O)COc5ccccc5)CC4)ncnc32)cc1 | -2 | -9 | -5
Cc1ccc(N2C(=O)C(=O)N(c3ccc(C)cc3)C2=S)cc1 | -5 | nt | -7
COc1cc(NC(=O)c2nc3n(n2)C(C(F)F)CC(C)N3)cc([N+](=O)[O-])c1 (stereo not drawn) | -15 | -6 | -5
COc1ccc(-c2cc(C(=O)N3CCN(C(C)=O)CC3)n3nc(-c4ccccc4)cc3n2)cc1 | -2 | -9 | -8
Cc1cc(=O)oc2cc(OCC(=O)NC3CCC4CCCCC4C3)ccc12 (stereo not drawn) | 6 | -7 | -4
CCOC(=O)C1(Cc2ccccc2C)CCCN(C(=O)c2cccnc2SC)C1 (stereo not drawn) | 1&6 | -3 | -5&-3
COCCN(CC(=O)Nc1cc(C(C)(C)C)nn1-c1ccc(C)cc1C)C(=O)Nc1ccccc1Br | 5 | -4 | -9
Cc1cccc(C(C2Sc3nc(C)nn3C2=O)N2CC(C)CC(C)C2)c1 (stereo not drawn) | -3 | -7 | -12
Cc1cc(CSCC(=O)NC2CCCCCCC2)on1 | 6 | -4 | -9
O=c1[nH]c2ccccc2n1C1=CCN(c2nccc(N3CCC(O)C3)n2)CC1 (stereo not drawn) | -2 | nt | 0
Clc1ccc2nc(-c3cccs3)cn2c1 | -3 | -6 | -2
CCN1CCN(CC(=O)N(C)Cc2nncn2CC)CC1 | nt | -5 | -5

More entries follow.
SMILES | NPYLR7 ag | mcGAS lum | hcGAS lum
Cc1cc(CN(C)c2ccc(-c3nc(C(C)C)no3)cn2)on1 | 5 | nt | -9
CN(CCNC(=O)C1CCCN(c2nnc(N3CCCC3=O)s2)C1)C1CCCCC1 (stereo not drawn) | nt | -4 | -4
O=C(CN1CCCC(C(F)(F)F)C1)c1c[nH]c(C(=O)N2CCCC2)c1 (stereo not drawn) | 1 | nt | -8
C=C(C)Cn1c(=O)c2c(nc3n2CC(C)=NN3Cc2ccc(C)cc2)n(C)c1=O | 5 | -7 | 5
Cc1cccc(N(CC(=O)NCc2n[nH]c3c2CCC3)S(C)(=O)=O)c1 | 2 | nt | -7
c1ccc(C2CSCCN2c2nc3ccccc3o2)cc1 (stereo not drawn) | 12 | nt | -3
CC(=NNC(=S)NC(C)C)c1ccncc1 | 5 | nt | -1
COC(=O)c1sccc1NS(=O)(=O)c1ccccc1Cl | 1 | nt | -13
COCC(=O)Nc1ccc(-n2nc(OCC(C)C)nc2-c2cccc(C(F)(F)F)c2)cc1 | -4 | 0 | 4
CC(=O)N1CCCN(CC[C@H]2CN(C(=O)C(C)(C)C)CC[C@H]2CC(=O)O)CC1 | -8 | -8 | -5
O=C(NCCc1nnc2ccc(SCc3ccccc3F)nn12)c1ccccc1 | 10 | -5 | -1
COc1ccc(C2CC(=O)C3=C(C2)N=C(C)C(C(=O)OC2CCCC2)C3c2cccnc2)cc1 (stereo not drawn) | -12 | -5 | -5
NC(=O)C(CCCN=C(N)N)NC(=O)c1ccccc1 (stereo not drawn) | -8 | nt | 0
COc1ccccc1N1CCN(C(=O)c2cc3nc(-c4ccc(Br)cc4)cc(C(F)(F)F)n3n2)CC1 | 2 | -7 | -3
COc1cccc(-c2nnc(SCc3ccc(C(=O)N4CCN(C)CC4)cc3)n2-c2ccc(F)cc2)c1 | 9 | -8 | -3
CCOC(=O)c1cc(C(=O)Nc2ccc(Br)cc2)nn1C | 3 | nt | 2
COc1ccc(-c2cc(C(=O)N3CC4(C)CC3CC(C)(C)C4)c(C)n2-c2ccccc2Cl)cc1 (stereo not drawn) | 1 | -6 | -8
CCc1ccc(C(=O)N(CC2CCCO2)c2nc3ccccc3s2)cc1 (stereo not drawn) | 6 | nt | -3
CSc1ncc(CNCCc2ccc(C)cc2)c(N2CCCC(C)C2)n1 (stereo not drawn) | 7 | -5 | -3
Cc1cccc(-n2nc(CC#N)c(C#N)c2N)c1 | 6 | nt | -8
C=c1[nH]/c(=C\c2ccc(Br)cc2)c(=O)o1 | 4 | -5 | -5
COCCN(Cc1csc(COc2cc(C)cc(C)c2)n1)C(=O)c1ccc2c(c1)OCO2 | 13 | -5 | -3
CC(C)c1ccccc1N1C(=O)CSC1c1ccccc1NC(=O)c1cccc([N+](=O)[O-])c1 (stereo not drawn) | 5 | -3 | -2
CCOC(=O)CNC(=O)N1CCN(c2cc(Oc3ccc(C)cc3OC)ncn2)CC1C (stereo not drawn) | -8 | 1 | 3

Screening results: PubChem, Fisher Drug Discovery Resource Center
